High-throughput results from PubChem.
Rac1 wt modul = wildtype Rac1 GTP binding modulators, primary screen, biochemical, GST-Rac1 beads, flow cytometry, multiplex; GTP binding activity (% of control), % at 10 µM; Ras-related C3 botulinum toxin substrate 1 (Homo sapiens), P63000; AID 757, 2007; 0.27% of 190,000 active; fluorescent GTP binding; actives lie on both sides; 0 = cold GTP competed, 100 = untreated;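 active means GTP binding activity at least 20 points away from the 100% control level, either lower or higher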
HRas wt GTP = modulators of GTP binding to HRas wildtype, primary screen, biochemical, bead-based flow cytometry, multiplex. 0.14% of 190,000 active. GST-Ras wt beads, Bodipy-FL-GTP binding; actives lie on both sides. GTP binding activity, % at 10 µM. GTPase HRas (Homo sapiens), P01112;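 active means GTP binding activity at least 20% away from the 100% baseline, either lowered as inhibitor or raised as activator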;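 further: 0% = unlabeled GTP competition control and 100% = no-compound control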
Target sequence (P01112 whole entry, looked up): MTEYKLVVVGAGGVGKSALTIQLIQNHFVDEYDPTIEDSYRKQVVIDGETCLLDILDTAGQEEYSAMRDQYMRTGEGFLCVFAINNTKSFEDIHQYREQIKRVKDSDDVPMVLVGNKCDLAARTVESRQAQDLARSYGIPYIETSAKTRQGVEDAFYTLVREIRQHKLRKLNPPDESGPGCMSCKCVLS
Rab2A wt mod = modulators of GTP binding to Rab2A wildtype, primary screen, biochemical, dog, bead-based flow cytometry, multiplex | Ras-related protein Rab-2A (Canis lupus familiaris), P61105 | GST-Rab2 wt beads, Bodipy-GTP binding | GTP binding activity, % at 10 µM | 0.19% of 190,000 active;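 active means GTP binding activity at least 20 points away from 100%, either lowered or raised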;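 further: 0% = beads with excess unlabeled GTP and 100% = no-compound control corrected for plate trend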
Bim-Mcl-1 = inhibitors of Bim peptide binding to Mcl-1, primary screen, biochemical, bead-based flow cytometry, multiplex | Induced myeloid leukemia cell differentiation protein Mcl-1 (Homo sapiens), Q07820 | Bim peptide-Mcl-1 binding | inhibition, % at 10 µM | 0.1% of 190,000 active | AID 1009, 2008; in the data active means inhibition above about 40%;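 further: 0% = no compound tracer wells and 100% = peptide blocker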
Target sequence (Q07820 whole entry, looked up): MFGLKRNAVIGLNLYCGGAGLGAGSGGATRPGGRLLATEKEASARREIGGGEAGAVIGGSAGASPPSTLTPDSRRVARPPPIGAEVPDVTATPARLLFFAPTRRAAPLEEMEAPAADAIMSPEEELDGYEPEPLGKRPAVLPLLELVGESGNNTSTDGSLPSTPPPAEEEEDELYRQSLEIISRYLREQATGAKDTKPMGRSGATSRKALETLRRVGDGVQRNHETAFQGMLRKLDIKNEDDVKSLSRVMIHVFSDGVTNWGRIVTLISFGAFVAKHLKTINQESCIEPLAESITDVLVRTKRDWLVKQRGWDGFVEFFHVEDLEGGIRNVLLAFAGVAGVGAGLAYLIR
Pf gametocyte = late stage P. falciparum gametocyte viability inhibitors, primary screen, ATP luminescence, HTS | P. falciparum stage V gametocytes, 24 h | inhibition, % at 10.9 µM | 0.065% of 150,000 active;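 active means inhibition above the mean plus 3 SD of compounds within the control limits, set per campaign, cut at about 38% in these data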;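 further: 0% = DMSO wells and 100% = medium only without gametocytes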
Rab7 wt modul = modulators of GTP binding to Rab7, primary screen, biochemical, wildtype, multiplex bead flow cytometry. Rab7 GTPase wild type (dog), Bodipy-FL-GTP binding. GST-Rab7 beads, fluorescent GTP binding; actives lie on both sides; untreated = 100%, excess cold GTP = 0%. GTP binding activity (percent of control), % at 10 µM. 0.055% of 190,000 active;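 active means fluorescent GTP binding to Rab7 beads changed by at least 20 points from the 100% baseline, either direction, mostly lower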;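 further: median green fluorescence of bound Bodipy-FL-GTP per Rab7 bead population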
Avidin bead fluor = green autofluorescence of compounds with avidin beads – biophysical, 488/530 nm, flow cytometry, artefact control, profiling panel; compound fluorescence 488/530 nm; stronger effect = higher value; fluorescence (KMESF) at 10 µM; 0.38% of 220,000 active; in the data active means fluorescence above about 47; further: inactives centre near 10
Mcl1-Bid inh = Mcl-1/Bid binding inhibitors, primary screen, biochemical, TR-FRET, 1536-well. inhibition, % at 21.7 µM. TR-FRET Mcl-1/Bid-Dy647 peptide binding. Induced myeloid leukemia cell differentiation protein Mcl-1 (Homo sapiens), Q07820. 0.97% of 220,000 active. AID 1021, 2008;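 active means compounds that cut the binding signal by more than half at the single screening dose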;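 further: His-tagged Mcl-1 with europium anti-His antibody binding Bid BH3 peptide; 0% = Mcl-1 plus peptide wells and 100% = peptide-only wells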
Rac1 act GTP bind = GTP binding modulators of activated mutant Rac1, primary screen, biochemical, bead-based flow cytometry, multiplex, fluorescent GTP; GST-Rac1 activated beads; actives lie on both sides; 100% means binding = to untreated wells; Ras-related C3 botulinum toxin substrate 1 (Homo sapiens), P63000; 0.11% of 190,000 active; percent activity (GTP binding), % at 10 µM;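 active means GTP binding at least 20 percentage points away from the 100% baseline, in either direction, so actives lie on both sides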
Cdc42 wt GTP = modulators of GTP binding to wildtype Cdc42, primary screen, biochemical, multiplex bead flow cytometry, Bodipy-GTP; GST-Cdc42 beads; actives lie on both sides; percent activity (GTP binding), % at 10 µM; 0.2% of 190,000 active;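 active means percent activity GTP binding at least 20 points away from the 100% baseline, either down as inhibitor or up as activator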;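 further: median bead fluorescence of bound Bodipy-FL-GTP at 100 nM; 0% = excess unlabeled GTP control and 100% = no compound control; below 100% means less GTP binding so inhibitor and above means activator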
Target sequence (P60953 whole entry, looked up): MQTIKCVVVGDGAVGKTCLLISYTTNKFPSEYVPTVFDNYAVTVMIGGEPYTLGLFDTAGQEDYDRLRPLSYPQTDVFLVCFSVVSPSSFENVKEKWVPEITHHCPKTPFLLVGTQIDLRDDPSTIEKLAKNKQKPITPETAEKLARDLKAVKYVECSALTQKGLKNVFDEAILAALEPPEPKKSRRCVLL
Mcl1-Noxa inh = Mcl-1/Noxa binding inhibitors, primary screen, biochemical, TR-FRET, 1536-well | Induced myeloid leukemia cell differentiation protein Mcl-1 (Homo sapiens), Q07820 | TR-FRET Mcl-1/Noxa peptide binding, 2 h | inhibition, % at 21.7 µM | 1.5% of 220,000 active | AID 1022, 2008;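 active means compounds that cut the protein-peptide binding signal by more than 50% relative to plate controls in a single-dose test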;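 further: His-tagged Mcl-1 with rhodamine Noxa BH3 peptide and terbium anti-His antibody; 0% = Mcl-1 plus Noxa peptide wells and 100% = peptide-only wells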
* = called active by the depositor; . = not tested or not shown; & = joins results of further samples.

SMILES	Rac1 wt modul	HRas wt GTP	Rab2A wt mod	Bim-Mcl-1	Pf gametocyte	Rab7 wt modul	Avidin bead fluor	Mcl1-Bid inh	Rac1 act GTP bind	Cdc42 wt GTP	Mcl1-Noxa inh
CCCN1Cc2cccc(C(=O)NCCCOC(C)C)c2C1=O	102	97	99	1	-7	99	42	-10	98	98	-7
COC(=O)c1ccccc1NC(=O)CCS(=O)(=O)c1ccc(Br)s1	102	100	101	-4	-20	102	14	-22	100	102	3
Cn1c(SCC(=O)N(Cc2ccccc2)C(C)(C)C)nc2ccccc21	102	100	98	0	.	96	8	-12	101	100	0
CC1=CC(C)(C)NC(=O)N1c1ccc(C)cc1	97	98	98	-2	10	98	9	-33	97	97	-11
O=C(Nc1ccc(C(=O)O)cc1)/C(=C/c1cccc(Br)c1)NC(=O)c1ccco1	96	98	98	0	17	103	28	-4	94	91	-5
COc1ccc(N2CCN(C(=O)CSc3ccccc3N)CC2)cc1	105	102	103	-1	-24	101	6	-20	99	103	5
CCn1c2c(c(C)cc1=O)C(=O)CC(C)(C)C2	103	100	99	0	.	99	3	-10	101	99	11
COc1cc(CNn2cnnc2)ccc1OCC(=O)NC1CCCCC1	105	103	101	0	28	99	21	-33	98	107	11
CCc1cc2c(=O)[nH]c(Cc3ccc(OC)cc3)nc2s1	103	101	102	4	.	97	8	-1	100	103	10
COc1ccccc1OCC(=O)N/N=C/C=C/c1ccc([N+](=O)[O-])o1	104	100	98	-1	-9	104	2	-50	100	99	27
COC(=O)/C=C1/S/C(=N/NC(=O)c2ccccc2)NC1=O	97	100	96	-4	-25	97	33	-8	97	97	1
O=C1CC(c2ccc3c(c2)OCO3)CN1 (centres undefined)	98	100	102	0	.	98	13	-14	100	100	9
COC(=O)c1ccc2c(=O)n(CCN3CCOCC3)c(=S)[nH]c2c1	99	98	101	-6	.	99	7	-36	98	97	29
COc1ccc(-c2ccc(SCC(=O)N3CCCC3)nn2)cc1OC	101	101	103	0	.	106	19	-26	97	101	15
O=C(CCC(=O)N(CC(=O)NC1CCCC1)Cc1ccc2c(c1)OCO2)Nc1nccs1	102	97	98	-2	.	98	15	-4	96	102	-6
CN(c1ccccc1)S(=O)(=O)c1cccc(C(=O)OCC(=O)NCCCN2CCCC2=O)c1	96	98	99	-6	-30	95	9	-29	95	98	-2
CN1CCN(C(=O)C2=C[C@H](c3csc4ccccc34)C[C@H](OCc3ccc(CO)cc3)O2)CC1	98	99	99	-1	.	101	5	-1	98	99	4
CCC(C)NC(=O)c1ccc(COc2ccccc2Cl)cc1 (centres undefined)	98	99	97	3	.	95	10	-8	99	101	6
Cc1ccc2cc(C)c3nnc(SCC(=O)N4CCN(C(=O)c5ccco5)CC4)n3c2c1	96	96	94	2	.	93	7	-19	97	98	-20
c1ccc2sc(SCc3ccc(-c4nnco4)cc3)nc2c1	95	96	99	-2	.	98	8	-11	94	95	20
Cc1ccc(S(=O)(=O)NCC(=O)OC2CCOC2=O)cc1 (centres undefined)	105	102	101	0	.	100	8	-35	101	101	9
CC(C)(C)/C(O)=C(/C#N)c1nc2ccccc2[nH]1	110	105	104	2	7	102	8	-12	103	109	12
Cc1ccc(S(=O)(=O)N2CCN(C(=O)CC(C)C)CC2)cc1	101	98	99	0	.	101	22	-6	97	99	-4
Cc1cc(C)n2cc(CSc3nc4cc(Cl)ccc4o3)nc2n1	98	97	96	-3	.	98	36	-5	97	96	11
NC(=O)Nc1cccc2ccccc12	101	98	98	4	9	102	16	1	98	99	7
CCOc1ccc(-c2nc(-c3ccccc3)no2)cc1OCC	105	98	101	-6	.	101	26	0	97	101	4
Cn1c(SCC(=O)N2CCCCC2)nc2c([nH]c3ccccc32)c1=O	105	100	100	0	.	100	5	-15	100	100	7
COC(=O)c1nn(Cc2ccccc2)c(=O)c2ccccc12	99	100	98	2	-21	98	12	-16	99	98	2
CC(C)CNC(=O)NC(=O)COC(=O)c1cc(F)cc(F)c1	102	101	99	-6	8	94	15	-1	98	101	3
CCCC(c1nnnn1CCOC)N1CCN(c2nc3ccccc3s2)CC1 (centres undefined)	94	96	96	0	-5	95	15	-5	93	95	8
COCCCC/C(=N\OCCN)c1ccc(C(F)(F)F)cc1	103	102	100	-2&1	.	95	10&6&6	3&-5&-19	101	103	19&-25&19
CC1CN(c2oc(COc3ccc(Cl)cc3Cl)nc2C#N)CC(C)O1 (centres undefined)	106	101	100	0	.	102	31	-1	100	100	-22
CCOC(=O)C(Cc1ccc(NC(=O)/C(=C\c2ccccc2)NC(=O)c2ccccc2)cc1)N1C(=O)c2ccccc2C1=O (centres undefined)	104	101	100	-5	-6	101	10	-8	100	103	-4
CC(C)N(Cc1ccccc1)C(=O)COC(=O)c1ccc2c(c1)OCCO2	82	88	89	0	.	96	5	5	88	87	-7
Brc1ccc(-c2csc3ncnc(-n4nnc5ccccc54)c23)cc1	101	100	99	-3	-10	98	4	4	99	99	-27
COc1ccc(-n2nc(C(=O)NCC(=O)NCC3COc4ccccc4O3)c3ccccc3c2=O)c(OC)c1 (centres undefined)	97	97	95	3	4	91	11	-22	96	95	5
CCOCCc1nnc(NC(=O)C(C)Oc2ccccc2)s1 (centres undefined)	95	96	93	-3	-2	95	9	-16	93	105	-4
Cc1ccc(-n2c(=O)[nH]cc(C(=O)Nc3ccc4c(c3)OCCO4)c2=O)cc1C	97	102	101	-2	.	99	14	-5	100	102	-3
CCOc1cc(CNCCN(C)C)c(Cl)cc1OCC(=O)NCCc1ccccc1	103	102	101	-1	.	101	11	25	100	99	3
O=C(CN1CCN(Cc2ccc(Cl)cc2)C1=O)NCCCN1CCN(c2ccc(F)cc2)CC1	102	100	100	-4	6	104	17	-20	97	103	16

The last 2 compounds of the section before are carried over, then new ones follow:
SMILES	Rac1 wt modul	HRas wt GTP	Rab2A wt mod	Bim-Mcl-1	Pf gametocyte	Rab7 wt modul	Avidin bead fluor	Mcl1-Bid inh	Rac1 act GTP bind	Cdc42 wt GTP	Mcl1-Noxa inh
CCOc1cc(CNCCN(C)C)c(Cl)cc1OCC(=O)NCCc1ccccc1	103	102	101	-1	.	101	11	25	100	99	3
O=C(CN1CCN(Cc2ccc(Cl)cc2)C1=O)NCCCN1CCN(c2ccc(F)cc2)CC1	102	100	100	-4	6	104	17	-20	97	103	16
Cc1nnc(NCc2ccco2)s1	105	104	102	-1	.	100	20	-23	102	104	23
Cc1ccc(C(=O)CSc2ncnc3sc4c(c23)CCC(C)C4)cc1 (centres undefined)	104	99	100	-5	.	100	20	-12	97	99	-9
COC(=O)c1oc2ccc(Br)cc2c1-n1cccc1	107	101	99	-6	.	93	5	-41	99	103	-16
Cc1ccc(OCc2ccc(C(=O)Nc3ccc(S(N)(=O)=O)cc3)o2)cc1	101	97	99	-2	.	102	10	-12	97	97	-9
CC1CCN(c2ccc(C(=O)NCc3cccs3)cn2)CC1	106	106	106	2	.	106	8	-10	101	105	16
CC(C)c1cccc(C(C)C)c1NC(=O)COC(=O)[C@H](C)NC(N)=O	96	98	96	0	-15	98	10	-3	95	97	-3
Cc1ccc(P(=Nc2ccccc2)(N2CCOCC2)N2CCOCC2)o1	103	99	98	-2	20	98	23	-15	96	100	15
Cc1cccc(NC(=O)NNS(=O)(=O)c2ccc(F)cc2)c1	104	100	99	-2	-11	101	14	-19	101	104	4
CC1COC(=O)C(NNc2ccc(Cl)c(Cl)c2)=N1 (centres undefined)	97	98	95	-2	24	90	9	-43	98	96	8
O=C(CN(C(=O)CCC(=O)Nc1nccs1)c1ccccc1F)NCC1CCCO1 (centres undefined)	101	101	99	0	7	98	5	-8	97	102	0
Fc1ccc(N/N=C2/CC(c3ccccc3)Oc3ccccc32)c(F)c1 (centres undefined)	104	99	99	-3	-21	98	14	-6	97	98	26
CCOC(=O)Cn1c(=O)oc2cc(S(=O)(=O)Nc3ccc(F)cc3)ccc21	99	99	100	0	.	99	4	-19	98	96	-12
COc1ccc(OC)c2[nH]c(=O)c(CCNC(=O)c3ccc(S(=O)(=O)N4CCCC4)cc3)cc12	100	98	95	1	-25	95	22	0	95	97	-63
Cc1ccccc1NC(=O)Cc1nnc(SCC(=O)N2CCN(c3ccccc3)CC2)n1C	101	102	100	-1	.	100	7	-26	98	102	11
O=C(CN1C(=O)C2C3C=CC(C3)C2C1=O)Nc1cccc(S(=O)(=O)N2CCCC2)c1 (centres undefined)	104	100	97	-2	-35	99	12	-29	95	98	-15
Cc1ccc2cccc(Oc3ncnc4scc(-c5ccc(Cl)cc5)c34)c2n1	96	97	95	-8	-9	98	7	99*	97	95	31
Cc1ccc(OCc2nnc(SCc3cc(=O)[nH]c4ccccc34)n2-c2ccccc2)cc1	102	99	96	-3	-21	99	15	7	101	96	8
Cc1cc2c(n1-c1ccc(Cl)cc1)CC(C)(C)CC2=O	103	101	99	-3	23	99	14	-34	99	101	9
COC(=O)Cn1c(O)c(N=NC(=O)c2ccc3c(c2)OCO3)c2ccccc21	99	96	95	0	17	96	10	-14	97	95	7
O=c1cc(CSc2nnc(-c3cccnc3)n2-c2ccccc2F)nc2sccn12	99	99	100	1	-23	94	5	-8	97	99	39
O=C(COC(=O)c1ccc(Cl)nc1)NCc1cccs1	99	97	97	-1	-7	102	6	-27	93	94	7
O=C(NCCCN1CCOCC1)C(=O)NCC1CCCO1 (centres undefined)	106	101	101	-1	.	97	14	-27	101	106	6
COC(=O)C1=C(C)NC(C)=C(C(=O)OC)C1c1ccc(OC(=O)c2oc3ccccc3c2C)c(OC)c1	105	102	99	-1	14	98	4	-6	98	100	14
O=C(COC(=O)/C=C/c1ccc(Cl)cc1Cl)NCc1ccco1	95	95	93	0	8	102	10	-23	91	94	-9
COc1ccc(NC(=O)CCN2C(=O)C3C4CCC(C4)C3C2=O)cc1 (centres undefined)	98	98	99	-4	-2	95	10	4	100	98	12

Rows are unselected (roughly 2.7% active in at least one column).
